# Source: PubChem
# Pf Dd2 growth: inhibitors of Plasmodium falciparum Dd2 growth. P. falciparum Dd2 growth, SYBR Green, 72 h. Potency, µM (doses to about 28.9 µM), for the others: at the highest dose activity, negative = inhibition, usual class: inhibitors. 4.3% of 120,000 active; active = well fitted inhibition curve with a large enough effect; inconclusive = small, poorly fitted or top-dose-only effect; inactive = no such curve, though single readings can be large or run the other way;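 note: plate controls were DMSO vehicle for no effect and reference drug for full effect; nearly all actives have a fitted effect of over 65% in size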
#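 Readout: SYBR Green fluorescence, 485 nm excitation, 535 nm emission, after ~16 h lysis at 37C. Before that, Dd2-infected red cells (2.5% hematocrit) grew 72 h with compound, 29 uM top final concentration.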
# The depositor's hits bear a star; i = inactive; u = inconclusive; [ ] = remark or other dose. Potency is the fitted concentration of half-maximal effect. These rows are one share of the data; count on the stated rates, not on these rows.
compound	Pf Dd2 growth
CCOC(=O)C[C@@H]1CCN(C(=O)c2ccccc2)C[C@@H]1CCN1CCC[C@H]1C(N)=O	3%[44.1 µM]
COc1ccc(S(=O)(=O)N2CCC(n3cnnc3C)CC2)cc1Cl	-13%
O=C(NCc1ccc(C(F)(F)F)cc1)[C@@H]1Cc2nc[nH]c2CN1Cc1ccccn1	u
CC1CCN(S(=O)(=O)c2ccc3c(c2)oc(=O)n3CC(=O)O)CC1	22%
O=C(NCc1ccccc1)N1CCC(Cc2nc(-c3ccccc3)n[nH]2)C1 (stereo unspecified)	-11%
CCOC(=O)c1cc2c(=O)n3ccccc3nc2n(CC(C)C)c1=NC(=O)COc1ccc(Cl)cc1	u
CC(=O)c1ccc(NC(=O)CN2C(=O)c3cccnc3Sc3ccccc32)cc1	u
CS(=O)(=O)N1CCC(C2CCN(Cc3ccncc3)C2)CC1 (stereo unspecified)	-2%
CCN(CC)C(=O)C(NC(=O)c1ccc(C)cc1)C1CCN(C(=O)c2cccc(OC)c2)CC1 (stereo unspecified)	4.5µM*
O=C(Nc1ccc(Cl)cc1)c1ccc2c(c1)N(Cc1ccccc1)C(=O)c1ccccc1S2(=O)=O	u
COc1ccccc1CN1Cc2cc(NC(=O)C3CCCC3)ccc2OC(C)C1=O (stereo unspecified)	i
COc1ccc(NC(=O)Cn2c(=O)n(-c3ccc(OC)cc3)c(=O)c3sc4ccccc4c32)cc1	12%

# Next compounds:
compound	Pf Dd2 growth
CN(Cc1cc2ccccc2s1)C(=O)c1cc(CN2CCCC(O)C2)on1 (stereo unspecified)	-19%
O=C(CCc1ccc(-c2ccc(Cl)cc2)[nH]1)N[C@@H]1C[C@@H]2OCC[C@@H]21	i
C[S+](=O)([O-])N1CC2ON=C(C(=O)NCc3ccc(F)cc3)C2C1 (stereo unspecified)	13%
COc1ccc(C(=O)NCC(c2cccs2)S(=O)(=O)c2cccs2)cc1 (stereo unspecified)	i
CCn1nccc1C(=O)Nc1cccc(-c2nnc3n2CCCC3)c1	8.9µM*
COc1ccc(Cl)cc1-c1ccc2c(c1)C(=O)N1CC[C@H](NC(=O)c3cccs3)[C@H]1C(=O)N2	7.9µM*
O=C(Cn1cnnn1)NCc1ccc(-c2cnc3c(Oc4ccccc4)nccn23)cc1	-6%[44.1 µM]
CN(Cc1ccccc1)S(=O)(=O)c1nnc(NC(=O)c2cccc(Cl)c2)s1	8%
COc1cc(-c2ccno2)ccc1S(=O)(=O)N1CCN(c2ccc(C(C)=O)cc2)CC1	5%
CC(Oc1ccccc1F)C(=O)NCC1(N2CCOCC2)CCCCC1 (stereo unspecified)	-2%
CCn1ccnc1CN(C)Cc1cn(-c2ccccc2C)nc1-c1ccc(OC)c(F)c1	u
Cc1cc(C)c(NC(=O)Cn2c(=O)n(CCC(=O)N3CCc4ccccc4C3)c(=O)c3ccccc32)c(C)c1	-28%

# Arranged by molecular weight (low to high): some entries from above.
compound	Pf Dd2 growth
CCn1nccc1C(=O)Nc1cccc(-c2nnc3n2CCCC3)c1	8.9µM*
O=C(CCc1ccc(-c2ccc(Cl)cc2)[nH]1)N[C@@H]1C[C@@H]2OCC[C@@H]21	i
CN(Cc1cc2ccccc2s1)C(=O)c1cc(CN2CCCC(O)C2)on1 (stereo unspecified)	-19%
COc1ccc(C(=O)NCC(c2cccs2)S(=O)(=O)c2cccs2)cc1 (stereo unspecified)	i
CN(Cc1ccccc1)S(=O)(=O)c1nnc(NC(=O)c2cccc(Cl)c2)s1	8%
O=C(Cn1cnnn1)NCc1ccc(-c2cnc3c(Oc4ccccc4)nccn23)cc1	-6%[44.1 µM]
COc1ccc(Cl)cc1-c1ccc2c(c1)C(=O)N1CC[C@H](NC(=O)c3cccs3)[C@H]1C(=O)N2	7.9µM*

# Continued:
compound	Pf Dd2 growth
Cc1cc(F)ccc1OC1CN(Cc2ccc(F)cc2)C1	u
Cc1ccc(CNC(=O)c2ccc3c(c2)CN(C2CCSCC2)CCO3)cc1	i
COCCN1C(=O)c2ccccc2C(C(=O)Nc2nc3ccccc3[nH]2)C12CCCC2 (stereo unspecified)	u
COCCOc1ccnc(-c2noc([C@@H]3CCCN3Cc3ccc4c(c3)OCO4)n2)c1	u
Cc1nn(S(=O)(=O)c2ccc(C(C)(C)C)cc2)c(C)c1S(=O)(=O)N1CCCCCC1	25%
CCCc1cc(=O)n2[nH]c(NC(=O)c3ccc(C(C)(C)C)cc3)nc2n1	i
Cc1ccc2nc(CN(C)C(=O)c3ccc(C)c(N4CCNC4=O)c3)[nH]c2c1	-1%
Cn1nccc1C(=O)NCCC1CCN(C(=O)Nc2cc(F)ccc2F)CC1	-13%
CCCCC(Sc1nc2cc3c(cc2c(=O)n1CCCC(=O)NCc1ccc(OC)cc1)OCO3)C(=O)OCC (stereo unspecified)	7.9µM*
Cn1ccc2c(C(=O)NCCc3cnc[nH]3)nc(-c3cccnc3)cc21	u
CCCn1c2ccccc2c2cnn(CC(=O)N3CCN(c4ccccc4F)CC3)c(=O)c21	i
Cc1cccc(N2CCN(C(=O)c3ccc4c(c3)N(Cc3ccccc3)C(=O)c3ccccc3S4(=O)=O)CC2C)c1 (stereo unspecified)	u

# Going on with the list:
compound	Pf Dd2 growth
O=C(NCc1ccccc1Cl)C1CCN(C(=O)N2CCOc3ccccc32)CC1	-6%
CO[C@H]1C(=O)N(C(C)C)[C@H]1C1CCN(S(=O)(=O)c2c(C)nn(C)c2C)CC1	11%
CN1C(=O)C2(CCN(C(=O)c3cn[nH]c3-n3cnnn3)CC2)c2ccccc21	-24%
Cc1ncsc1C1N(C2CCN(C(=O)COc3ccccc3)CC2)C(=O)C12CCCC2 (stereo unspecified)	u
COc1ccccc1-c1nc2nccc(-c3ccc(Br)s3)n2n1	3%
COCCNC(=O)CSc1nc2cc3c(cc2c(=O)n1CCCC(=O)NCCc1ccc(OC)c(OC)c1)OCO3	i
Cc1noc(-c2cn(C3CCN(C(=O)c4ccc(F)c(Cl)c4)CC3)nn2)n1	-21%
Cc1cc(F)ccc1NC(=O)CN1C(=O)NC2(CCOCC2)C1=O	114%[activator]
COc1ccc(Cc2nc3ccccc3n2Cc2ccccc2C)cc1	-25%
O=C(Nc1ccc2oc(-c3ccc4ccccc4c3)nc2c1)c1cc(Br)ccc1Cl	-13%
Cc1nn2c(c1-c1ccccc1OCc1ccccc1)N(C(=O)c1cccnc1)CCC2	i
Cc1ccc(NC(=O)N2CCC(CCNC(=O)c3cnccn3)CC2)cc1	-12%

# (further entries)
compound	Pf Dd2 growth
Cc1oc2ncn(CC(C)C)c(=O)c2c1C(=O)NCCc1ccccc1	u
COc1cccc(C(=O)NC2CCN(c3cc(C(F)(F)F)ncn3)CC2)c1	-4%
COc1cccc([S+](=O)([O-])N2CCn3ncc(C(=O)Nc4ccc(Cl)cc4Cl)c3C2)c1	-15%
CC(C)Oc1ccc(CNC(=O)c2cnc3sc(N4CCCCCC4)nn3c2=O)cc1	1%
C#CCNC(=O)[C@H]1C[C@@H](O)[C@H](O)[C@@H]2N=C(Nc3cccc(C(F)(F)F)c3)S[C@@H]21	i
CCn1nccc1C(=O)N1CCN(C(=O)N2CC3CC(C2)[C@H]2CCCC(=O)N2C3)CC1 (stereo partly specified)	18%
CN(C)c1ccc(C(=O)N2CCCC(COc3ccccc3C(=O)N3CCCC3)C2)cc1 (stereo unspecified)	6.3µM*
CN(CC1CCOCC1)C(=O)Cc1ccc(F)cc1	-6%
CCCn1cc(S(=O)(=O)c2cccc(Cl)c2)c(=O)c2cc(F)c(N3CCCC3)cc21	u
COCCn1cc(C(=O)NC2CCCc3c2[nH]c2c(Cl)cccc32)c2ccccc2c1=O (stereo unspecified)	-13%
Cc1noc([C@@H]2CN(Cc3c(F)cccc3F)C[C@H]2CO)n1	12%
O=C(c1cc(-c2ccc(F)cc2)n[nH]1)N1CCC(OCC2CC2)C1 (stereo unspecified)	u

# (continued)
compound	Pf Dd2 growth
CC(C)(Oc1nn(CCOc2ccccc2)c2ccccc12)C(=O)Nc1cccnc1	i
CC1CCN(S(=O)(=O)c2ccc3c(c2)c(=O)c(C(=O)NCc2ccc(Cl)cc2)cn3C)CC1	51%[activator]
N#Cc1cccc(NC(=O)N2CCC3(CCCN(C4CCCC4)C3=O)C2)c1 (stereo unspecified)	-21%
C=C(C)CN(C)C(=O)c1cc(CN2CCC(Cc3ccccc3)CC2)on1	u
COc1ccc(-c2cc([C@H]3CN4CC[C@H]3C[C@@H]4CNCc3ccccn3)n(C)n2)cc1	u
O=C(CN1C(=O)C(c2ccc(F)cc2)=NC12CCCCCC2)Nc1ccccc1Cl	u
COc1cccc(-c2ncc3c(n2)OCCN(Cc2ccc(F)cc2F)C3=O)c1	-21%[44.1 µM]
COc1cccc(C(=O)N2CCCC3(C2)Nc2cccnc2NC3=NCc2ccccc2)c1 (stereo unspecified)	5%[5.79 µM]
CC(C)N[C@@H]1CO[C@H](CNC(=O)c2ccncc2)[C@H]1O	26%[44.1 µM]
CCOc1ccc(CNC(=O)c2ccc3nc(Cc4ccc(OC)cc4)oc3c2)cc1OC	13%
Cc1ccc(C)c(CN2C(=O)NC3(CCN(C(=O)c4ccccn4)CC3)C2=O)c1	24%
O=C(O)CCC(=O)N1CCCC2(Cc3ccccc3N(C(=O)C3CCCC3)C2)C1 (stereo unspecified)	6%

# (cont.)
compound	Pf Dd2 growth
Cc1cccc(Cn2c(SCc3ccc(C(=O)NC4CCCC4)cc3)nc3ccncc32)c1	u
Nc1nc(C2CC(O)C2)cc(N2CCC(OCc3ccccn3)CC2)n1 (stereo unspecified)	-13%
CCOC(=O)c1ccccc1NC(=O)CSc1ccc(-c2sc(-c3ccccc3)nc2C)nn1	-23%
CC(=O)c1[nH]c(C)c(C(=O)NCc2ccc(Cl)cc2)c1C	-10%
O=C(Nc1cccc2ccccc12)O[C@@H]1CO[C@H]2[C@@H]1OC[C@@H]2n1nnnc1SC1CCCC1	i
CC(C)(C(=O)NCCc1cccs1)C1CCOCC1	-11%
O=S1(=O)NCC2(CCN(Cc3c[nH]c4ccccc34)CC2)Oc2ncccc21	3%
O=C(c1ccccc1F)N1CCCC(c2noc(COc3ccccc3)n2)C1 (stereo unspecified)	-6%
COC[C@@H]1[C@H](NC(=O)c2cn(CCN3CCNCC3)nn2)[C@@H]2CCO[C@H]12	0%
CCCn1cc(S(=O)(=O)c2ccc(OC)cc2)c(=O)c2cc(F)c(N3CCCC(C)C3)cc21 (stereo unspecified)	11µM*
CC(C)N1C[C@H](O)C[C@H]1c1nnc2n1CCN(C(=O)C1CC1)CC2	16%
CCOc1ccc(Nc2c(S(=O)(=O)c3ccc(Cl)cc3)cnc3ccc(OCC)cc23)cc1	u

# Other results.
compound	Pf Dd2 growth
CCOC(=O)c1ccc(N2CC3CCC(C2)N3CC(F)(F)F)nn1	14%
CCn1nc(C)c(CNC(=O)C2CCN(C(=O)N3CC4CC(C3)[C@H]3CCCC(=O)N3C4)CC2)c1C (stereo partly specified)	-1%
COc1ccc(OC)c(NC(=O)CCc2nc(-c3ccc(C)cc3)no2)c1	i
Cc1ccc(-c2nc3ncccc3o2)cc1NC(=O)c1ccc(-c2cccc(Cl)c2C)o1	1%
COc1ccc(C(=O)N[C@H]2CO[C@H]3[C@@H]2OC[C@H]3OCC(N)=O)cc1	-4%[44.1 µM]
CC(C)NC(=O)N[C@H]1CCN2C(=O)c3cc(-c4ccc(F)cc4F)ccc3NC(=O)[C@H]12	u
CC1=C(C(=O)Nc2ccc(F)cc2F)C2(CCN(C(C)C)CC2)OC1=O	i
Cn1cc(C(=O)N2[C@H]3CC[C@@H]2c2cnc(-c4ccc(F)cc4)nc2C3)cn1	i
O=c1c2c(CO)c(-c3ccc(F)cc3)nn2ccn1CCc1ccccc1	i
O=C1NC2(CCN(Cc3cccnc3)CC2)Oc2ccccc21	i
COc1ccc(-n2c(=O)c3c4c(sc3n(CC(=O)C(C)(C)C)c2=O)CCCC4)c(OC)c1	u
COCC1(CNC(=O)c2ccc(OC)cc2)C[C@@H](O)[C@@H](O)C1 (stereo partly specified)	9%[44.1 µM]

# Next section
compound	Pf Dd2 growth
CC1(CCCCN2CCOCC2)COc2ccc(C(=O)NCc3ccco3)cc2N1 (stereo unspecified)	-13%[44.1 µM]
CN1CCN(CCCNc2nc(CO)nc3ccccc23)CC1	-6%
COCCn1c(C)cnc1CCNC(=O)C1(c2ccc(OC)cc2)CC1	u
O=C(CCS(=O)(=O)c1ccc(Br)s1)Nc1c(F)cccc1F	i
O=C(Nc1ccc(Cl)cc1)C1=NO[C@@H]2CN(c3ccccc3)C[C@H]12	1%[44.1 µM]
COC(=O)c1ccc(Cl)cc1NC(=O)NCCc1c(C)nn(C)c1C	15%
Nc1cc(=O)nc(SCC(=O)Nc2ccccc2)n1CCc1ccccc1	3%
CCOC(=O)c1cc(-c2ccc(F)cc2)n(CC(=O)NCc2ccc(OC)cc2)c1C	-9%
O=C(c1ccco1)N1CCC(OC2CCN(Cc3ccccc3)CC2)CC1	u
COCC(=O)NCc1cc2n(n1)CCCN(Cc1cc3ccccc3s1)C2	9%
Cc1nc(-c2c3n(c(=O)n(CC(=O)Nc4ccccc4Cl)c2=O)CCCCC3)no1	u
Cn1c2ccccc2c2cnn(CC(=O)Nc3ccccc3C(F)(F)F)c(=O)c21	21%

# More results follow:
compound	Pf Dd2 growth
O=C1CCN(C(=O)c2ccco2)CCCC(C(=O)NCc2ccccc2)CCN1 (stereo unspecified)	-13%
COCCCNC(=O)C(C)n1c2ccccc2c2cnn(C)c(=O)c21 (stereo unspecified)	-10%
CC(C)CCN1CCCC2(C1)C(=NC1CCCC1)NC(=O)N2c1cc(F)cc(F)c1 (stereo unspecified)	10µM*
CN(CC1CCOC1)C(=O)Nc1c(F)cccc1F (stereo unspecified)	10%[5.79 µM]
